Source: PubChem
XIAP displacement = XIAP antagonists, biochemical, IAP family, fluorescence polarization (AID 1018) | E3 ubiquitin-protein ligase XIAP (Homo sapiens) | XIAP BIR domain, fluorescence polarization peptide displacement; higher % means a stronger effect | displacement, % at 20 µM, or IC50 in µM where a hit was titrated | hit rate 0.007% among 200,000; in the data active means displacement above about 50%; further: a part of the inactive calls stands beside numbers as strong as those of hits
P. falciparum M17LAP = P. falciparum M17LAP inhibitors, primary screen, biochemical, fluorogenic H-Leu-NHMec substrate, 1536-well (AID 1619); recombinant M17LAP, H-Leu-NHMec fluorogenic kinetic assay; higher % means a stronger effect; one-dose inhibition, % at 30 µM; IC50 in µM for titrated hits; hit rate 0.38% among 220,000;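 active means compound inhibiting the enzyme by more than half at any dose during confirmatory dose-response retesting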;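 further: plate controls were full reaction with DMSO carrier for no effect and no enzyme background for full effect; strong numbers were not always called active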
human PMI inhibitors = human PMI inhibitors, high substrate, primary screen, biochemical, fluorescence intensity, high mannose 6-phosphate (AID 1220); Mannose-6-phosphate isomerase (Homo sapiens); recombinant PMI enzyme, coupled fluorescence intensity; higher % means a stronger effect; inhibition, % at 20 µM; hits with a dose series show IC50 in µM; hit rate 0.66% among 190,000
PMI inhibitors = inhibitors of human PMI, primary screen, biochemical, fluorescence intensity, coupled assay (AID 1209); Mannose-6-phosphate isomerase (Homo sapiens); purified PMI enzyme, coupled fluorescence intensity; higher % means a stronger effect; inhibition, % at 20 µM; hits with a dose series show IC50 in µM; hit rate 0.42% among 190,000;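 further: plate controls were DMSO vehicle for no effect and wells lacking substrate for full effect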
P. falciparum M1AAP = P. falciparum M1AAP inhibitors, biochemical, fluorogenic H-Leu-NHMec substrate, 1536-well (AID 1445); Aminopeptidase N (Plasmodium falciparum (isolate 3D7)); recombinant M1AAP, H-Leu-NHMec fluorogenic kinetic assay; higher % means a stronger effect; inhibition, % at 30 µM, or IC50 in µM where a hit was titrated; hit rate 0.42% among 220,000;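 active means primary inhibition above the hit cutoff, then over 50% inhibition at one or more dose response concentrations, cut at about 23% in these data, passing the limit was not always enough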;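 further: plate controls were DMSO full reaction for no effect and no enzyme background for full effect; strong numbers were not always called active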
LYP inhibition = inhibitors of LYP phosphatase, biochemical, fluorescence intensity, uHTS (AID 1779). hit rate 0.054% among 290,000. recombinant LYP phosphatase, fluorescence intensity; higher % means a stronger effect. one-dose inhibition, % at 11.5 µM; IC50 in µM for titrated hits;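 further: plate controls were vehicle with enzyme for no effect and no enzyme for full effect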
CSM14.1 death rescue = rescue of cells from ER stress-induced death, primary screen, 384-well, CSM14.1, thapsigargin, ATP luminescence (AID 1222); cellular ATP content (survival), % at 20 µM, or EC50 in µM where a hit was titrated; 190,000 tested, under 10 active; CSM14.1 thapsigargin-induced death rescue, ATP luminescence; higher % means a stronger effect;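 active means EC50 below 50 µM in the dose-response confirmation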;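 further: death triggered by thapsigargin at about 15 µM added after 2 h compound pretreatment; cell ATP read after overnight thapsigargin exposure of roughly 18 to 22 hours; normalized against plate controls of thapsigargin alone and 5% DMSO vehicle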
Myeloid diff MLP = induction of myeloid progenitor differentiation, primary screen, cell-based, flow cytometry, MLPCN library; hit rate 1% among 360,000; ER-HoxA9 myeloid progenitors, lysozyme-GFP differentiation; AID 624256, 2012; calls only at 10 µM;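 active means normalized GFP-positive differentiation at or above the plate's own cutoff, the solvent-only control mean plus 3 SD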;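 further: cells exposed to compound for four days before flow analysis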
TNAP activation fold = human TNAP enzyme activators, primary screen, biochemical, luminescent, no phosphate acceptor, uHTS (AID 1001); hit rate 0.03% among 200,000; purified TNAP, luminescent activation assay, no phosphate acceptor; higher activation fold means a stronger effect; Alkaline phosphatase, tissue-nonspecific isozyme (Homo sapiens); activation fold at 20 µM, or EC50 in µM where a hit was titrated; in the data active means activation fold from about 3, or a potency from the dose series; inactive means the rest, 99 in 100 with activation fold below about 1.6; further: many of its hits are not listed in these tables
Myeloid diff MLP GFP+ MAC1+ % = also measured in Myeloid diff MLP; calls as there; GFP+ MAC1+ double positive, %; measured here: differentiation confirmed by MAC1 staining
* hit, by the source's call; i = inactive; . = no result given; + = active, no number. Unless noted, no stated cut-off is given here; in the data, active means inhibition above about 50%; inactive means the rest. Rows are unselected; overall some 2.7% were active at least once.

no.	Structure	XIAP displacement	P. falciparum M17LAP	human PMI inhibitors	PMI inhibitors	P. falciparum M1AAP	LYP inhibition	CSM14.1 death rescue	Myeloid diff MLP	Myeloid diff MLP GFP+ MAC1+ %	TNAP activation fold
1	Cc1cnc(NC(=O)c2cccc(S(=O)(=O)N3CC(C)OC(C)C3)c2)s1 (stereo not drawn)	0.0%	2%	1%	0%	6%	-4%	0.9%	i	0.2	1.1
2	O=C(COC(=O)c1ccccc1O)NCCC1=CCCCC1	-3.6%	5%	-9%	-14%	6%	-1%	-1.7%	i	0.3	1.2
3	COc1ccc2c(Cl)c(-c3nnc(SCC(=O)c4ccccc4)n3C)sc2c1	-3.5%	2%	-9%	-9%	3%	-2%	-1.5%	i	0.7	1
4	COc1ccccc1C(=O)COC(=O)c1ccccc1O	-1.7%	13%	0%	-6%	12%	2%	-1.5%	i	0.4	1
5	CCOC(=O)c1sc(NC(=O)c2ccc(S(=O)(=O)N3CCCCCC3)cc2)nc1-c1ccccc1	-5.4%	0%	8%	14%	6%	2%	3.2%	i	0.4	1.1
6	O=c1c2[nH]c3cccc(Cl)c3c2ncn1CCN1CCCCC1	-1.1%	2%	7%	2%	-9%	-6%	-0.7%	i	1.3	1
7	COC(=O)c1ccc(NC(=O)Cn2nc(SC)n(N)c2=S)cc1	-6.4%	3%	2%	17%	2%	-6%	-0.1%	i	0.8	1.1
8	NC(=O)CC[C@@H]1NC(=O)[C@H](CO)NC(=O)c2cc([N+](=O)[O-])cc(I)c2OCC[C@@H](C(N)=O)NC1=O	-0.7%	25%	-22%	-24%	18%	-1%	5.8%	i	0.7	1.1
9	CCOC(=O)c1ccc(NC(=S)Nc2cccc(N)n2)cc1	.	-11%	.	.	12%	3%	.	i	0.3	.
10	COc1ccc(CCNCC(=O)Nc2ccc(C)c(S(=O)(=O)N(C)C)c2)cc1	-3.3%	-2%	3%	-1%	1%	-6%	-0.8%	i	1.0	1
11	Cc1ccc(SCc2cc(=O)[nH]c(Nc3nc(C)c4ccc(C)cc4n3)n2)cc1	-3.0%	-13%	-101%	-50%	-1%	4%	0.6%	i	0.3	2.1
12	Cc1c(NC(=O)C2CCCO2)cccc1[N+](=O)[O-] (stereo not drawn)	-3.3%	-4%	0%	10%	-2%	3%	0.6%	i	0.6	1.1
13	COc1cccc(-c2cc(C(=O)N3CCN(Cc4ccccc4)CC3)no2)c1	-2.6%	15%	3%	6%	6%	5%	-2.3%	i	1.1	1
14	O=C(CNC(=O)/C(=C\c1ccccc1)NC(=O)c1ccc(Br)cc1)OCc1ccccc1	-0.7%	8%	9%	14%	-1%	9%	-1.3%	i	0.5	1
15	O=C(NN1C(=O)c2ccc3c4c(ccc(c24)C1=O)CC3)c1ccc(Br)cc1	-4.4%	5%	-10%	0%	0%	-8%	2.2%	i	0.0	1.1
16	CNC(=O)CN1C(=O)c2ccccc2S1(=O)=O	-6.2%	-3%	9%	5%	-5%	-8%	0.0%	i	1.6	1.2
17	COc1ccc(CCNc2oc(COc3ccccc3F)nc2C#N)cc1OC	-6.3%	3%	7%	5%	9%	0%	0.5%	i	2.9	1.1
18	Cc1cc(C)c(NC(=O)COc2ccccc2C(=O)Nc2ccc3c(c2)oc2ccccc23)c(C)c1	0.2%	9%	5%	-1%	-4%	-19%	-0.6%	i	0.3	1.6
19	CN(C)c1nc2c(c(=O)[nH]c(=O)n2C)n1Cc1ccc(F)cc1	-5.7%	-17%	0%	4%	0%	-2%	-0.3%	i	2.3	1
20	Cc1nn(Cc2cccc(C(=O)Nc3ccn(Cc4ccccc4)n3)c2)c(C)c1[N+](=O)[O-]	2.5%	5%	6%	5%	-1%	-7%	-1.7%	+	32*	1.1
21	O=C(CCc1nc(-c2ccccc2Cl)no1)NCc1ccco1	-0.8%	3%	2%	2%	7%	-6%	-0.7%	i	0.5	1.1
22	C/C(=C\C(=O)c1ccc(Br)cc1)NCc1ccc2c(c1)OCO2	-2.5%	2%	32%	3%	2%	4%	0.5%	i	0.8	1.1
23	NS(=O)(=O)c1ccc(NC(=O)CN2C(=O)CCC2=O)cc1	.	2%	.	.	3%	-3%	.	i	0.4	.
24	CN1CCC(=NNC(=O)C(=O)Nc2cccc(Br)c2)CC1	-9.1%	7%	-3%	-15%	17%	-5%	-2.0%	i	0.1	1.2
25	CCOC(=O)C1=NNC2C(=O)N(Cc3ccccc3)C(=O)C12 (stereo not drawn)	.	5%	.	.	1%	-5%	.	i	0.5	.
26	O=C(Nc1ccc(NC(=O)C2CC2)nc1)c1cnccn1	-1.8%	-1%	14%	9%	3%	-4%	0.1%	i	0.2	1.1
27	COc1ccccc1NC(=O)COc1cc(Br)c(CNCCCN2CCOCC2)cc1OC	-16%	-1%	9%	8%	5%	2%	-1.7%	i	0.1	1
28	Cn1nnnc1SCC(=O)NCC(=O)c1ccccc1	-6.1%	-3%	-4%	-6%	1%	-7%	-0.9%	i	1.1	1
29	COc1ccccc1OCC(O)Cn1c(=N)n(Cc2ccccc2)c2ccccc21 (stereo not drawn)	-12%	-5%	1%	5%	2%	1%	.	i	1.3	1
30	CCOC(=O)C1C(c2ccccc2)C(C(=O)OCC)S(=O)(=O)C(CCN(CC)CC)S1(=O)=O (stereo not drawn)	-8.4%	-1%	9%	13%	2%	-5%	-0.2%	i	0.3	1.1

Rewritten with two lines to a compound: part of the list above
Every second line gives: XIAP displacement | P. falciparum M17LAP | human PMI inhibitors | PMI inhibitors | P. falciparum M1AAP | LYP inhibition | CSM14.1 death rescue | Myeloid diff MLP | Myeloid diff MLP GFP+ MAC1+ % | TNAP activation fold
9	CCOC(=O)c1ccc(NC(=S)Nc2cccc(N)n2)cc1
  . | -11% | . | . | 12% | 3% | . | i | 0.3 | .
10	COc1ccc(CCNCC(=O)Nc2ccc(C)c(S(=O)(=O)N(C)C)c2)cc1
  -3.3% | -2% | 3% | -1% | 1% | -6% | -0.8% | i | 1.0 | 1

(list continues)
no.	Structure	XIAP displacement	P. falciparum M17LAP	human PMI inhibitors	PMI inhibitors	P. falciparum M1AAP	LYP inhibition	CSM14.1 death rescue	Myeloid diff MLP	Myeloid diff MLP GFP+ MAC1+ %	TNAP activation fold
31	COc1ccc(C(=O)Nc2ccc(-c3ccc(C)o3)cc2)cc1S(=O)(=O)N1CCOCC1	-3.8%	3%	3%	9%	7%	-3%	-0.4%	i	1.5	1.1
32	CCn1cc(SCC(=O)Nc2cc(C)on2)c2ccccc21	-6.4%	6%	1%	6%	-5%	-7%	.	i	1.2	1.1
33	O=C(c1cnn2c(C(F)(F)F)cc(-c3cccs3)nc12)N1CCCC1	.	-29%	.	.	5%	-8%	.	i	0.5	.
34	CCS(=O)(=O)C(=C1Nc2ccccc2N1)S(=O)(=O)CC	1.9%	15%	2%	-1%	6%	-6%	4.6%	i	0.5	1.1
35	Cc1ccc(OCC(=O)Nc2nnn(C)n2)c(C)c1	-3.4%	10%	4%	-2%	-3%	-9%	2.3%	i	0.6	1.1
36	C/C(=C\c1ccccc1)C(=O)Nc1ccc(S(=O)(=O)Nc2ncccn2)cc1	-12%	-4%	-14%	-16%	7%	2%	1.2%	i	0.6	0.9
37	COc1ccc(-c2nnc(SCC(=O)NC(C)c3ccccc3)o2)cc1 (stereo not drawn)	-5.1%	10%	13%	9%	3%	24%	.	i	1.9	1.2
38	Cn1c(SCc2ccc(Br)cc2)nc2c(c1=O)SCC2	-2.0%	3%	8%	2%	3%	0%	.	i	0.2	1.1
39	O=S(=O)(c1ccccc1)N(Cc1ccccc1)c1ccccn1	-6.6%	-2%	1%	6%	8%	-9%	1.7%	i	0.7	1.1
40	Cc1ccc(C)c(C2=CSC3=NCCN23)c1	-3.4%	14%	-6%	-1%	5%	-8%	-0.6%	i	1.7	1
41	Cc1cccc([N+](=O)[O-])c1NC(=O)CN(Cc1ccccc1)Cc1ccccc1	-7.2%	-8%	10%	2%	3%	6%	0.2%	i	0.7	0.9
42	COc1ccccc1CC(=O)Nc1ccccc1O	-2.6%	7%	12%	6%	8%	-8%	1.1%	i	1.9	1.2
43	COc1ccc(OCC(=O)OCC(=O)NCc2ccco2)cc1	-5.1%	8%	3%	-1%	1%	-4%	0.5%	i	0.7	1
44	Cc1ccccc1-c1cnn(-c2cccc([N+](=O)[O-])c2)c1N	-1.3%	-7%	-6%	-12%	2%	2%	0.0%	i	0.2	1
45	CC(C)(C)NC(=O)NC(=O)COC(=O)CCC1CCCCC1	-2.1%	-6%	-2%	2%	-3%	-7%	-4.2%	i	0.5	1.1
46	C=CCOc1cccc(C2C(C(=O)c3ccc(C)o3)=C(O)C(=O)N2CCN(C)C)c1 (stereo not drawn)	-3.0%	5%	-15%	-25%	6%	-4%	1.8%	i	0.6	1.2
47	O=C(Cn1nc(-c2ccccc2)c2ccccc2c1=O)Nc1ccc(F)cc1	.	0%	.	.	-3%	-5%	.	i	0.9	.
48	O=S(=O)(NC1CC1)c1ccc(S(=O)(=O)N2CCCC(c3nc(-c4cccnc4)no3)C2)cc1 (stereo not drawn)	-5.5%	4%	-6%	1%	0%	-7%	-2.5%	i	15	1
49	CC(=O)Nc1ccc(OCC(O)Cn2c(CO)nc3ccccc32)cc1 (stereo not drawn)	-3.1%	3%	8%	6%	6%	-11%	.	i	1.8	1
50	COCCCNC(=O)C1CCC(=O)N1Cc1ccccc1Cl (stereo not drawn)	0.8%	-11%	0%	0%	-2%	-2%	0.1%	i	0.5	1.1
51	CC1(C)CCc2cc(-c3ccn(S(=O)(=O)c4ccccc4Cl)n3)ccc2O1	.	-2%	.	.	2%	10%	.	i	0.7	.
52	O=C(CC(=O)NC1CCCCC1)N/N=C/c1cccc2ccccc12	0.4%	13%	10%	9%	12%	-8%	-2.3%	i	0.7	1.1
53	O=C(OCC(=O)N1CCN(C(=O)c2ccco2)CC1)C1=COCCO1	-3.6%	-3%	-4%	-2%	-1%	-2%	2.2%	i	3.4	1.2
54	C=CCNC(=S)NNC(=O)c1ccc(Br)cc1	-6.8%	6%	-6%	-1%	1%	-5%	0.6%	i	0.5	2
55	C(#Cc1ccccc1)C[N+]1(CC#Cc2cccc3ccccc23)CCCC1	-5.4%	7%	39%	8%	-3%	-10%	0.5%	i	0.8	1.1
56	O=C(CSc1nnc(-c2ccco2)n1Cc1ccco1)N1CCOCC1	-2.6%	6%	8%	1%	-11%	-6%	1.4%	i	7.0	1.1
57	CC(C)(C)c1cc(CSC(=S)NC2CCS(=O)(=O)C2)c(Br)c(C(C)(C)C)c1 (stereo not drawn)	-5.1%	-3%	16%	18%	0%	4%	-2.4%	i	0.5	0.9
58	C/C(=N\NC(=S)NCc1ccccc1)c1ccccc1F	-7.0%	-1%	9%	-11%	-2%	-3%	-0.8%	i	0.2	1.2
59	Cc1ccc(S(=O)(=O)N2CCCOC2CNC(=O)C(=O)NCCc2c[nH]c3ccccc23)cc1 (stereo not drawn)	3.7%	8%	2%	15%	3%	-8%	0.9%	i	0.4	1.2
